Salmonella PhoP GFP – PhoP regulon inhibitors, Salmonella typhi PhoP promoter GFP reporter, confirmatory (AID 1850). Salmonella Typhi PhoP-promoter GFP reporter, fluorescence, 4 h; higher % means a stronger effect. inhibition, % at 50 µM, or IC50 in µM where a hit was titrated. hit rate 0.33% among 310,000; in the data active = a potency from the dose series;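 also: 0% = induced wells with vehicle and 100% = uninduced wells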
H37Rv inhibition – M. tuberculosis growth inhibition, HTS (AID 449762); M. tuberculosis H37Rv growth inhibition, 7H9 media; higher % means a stronger effect; one-dose inhibition, % at 25 µM; IC50 in µM for titrated hits; hit rate 0.59% among 330,000; in the data active = a potency from the dose series;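 also: bacterial growth assessed after seven days of incubation; strong numbers were not always called active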
tuberculosis growth – growth inhibition of non-replicating M. tuberculosis (AID 488890) | one-dose inhibition, % at 25 µM; IC50 in µM for titrated hits | Mycobacterium tuberculosis non-replicating, growth inhibition; higher % means a stronger effect | hit rate 0.39% among 320,000; in the data active = a potency from the dose series;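 also: plate controls were DMSO cells for no effect and high antibiotic wells for full effect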
inhibitors of VEEV – inhibitors of VEEV TC-83 cytopathic effect, confirmation, Vero cells (AID 588727) | Vero cells, VEEV TC-83 cytopathic effect inhibition; higher % means a stronger effect | inhibition, % at 20 µM, or IC50 in µM where a hit was titrated | hit rate 0.13% among 350,000; in the data active = a potency from the dose series; also: strong numbers were not always called active
influenza NS1A – H1N1 influenza NS1A inhibitors, functional cell based assay (AID 504329). one-dose inhibition, % at 12.5 µM; IC50 in µM for titrated hits. hit rate 0.3% among 340,000. NS1A functional cell-based assay, percent inhibition; higher % means a stronger effect; in the data active = a potency from the dose series; also: strong numbers were not always called active
inhibitors of VEEV 10K pilot screen – also measured in inhibitors of VEEV; calls as there; inhibition, %; measured here: 10K pilot screen inhibition
* = called active by the depositor. No enrichment for hits; any-hit rate near 1.4%.

How did O=C(c1ccccc1Cl)N1CCN(S(=O)(=O)c2cccs2)CC1 do in these assays?
Salmonella PhoP GFP: -4%; H37Rv inhibition: -18%; tuberculosis growth: -8%; inhibitors of VEEV: 3.9%; influenza NS1A: 0%

What do the screens show for `CC(C)(C)NC(=O)CN(Cc1cccs1)C(=O)C1COc2ccccc2O1` (stereo not drawn)?
Salmonella PhoP GFP: -3%; H37Rv inhibition: -4%; tuberculosis growth: 15%; inhibitors of VEEV: 0.1%; influenza NS1A: 5%; inhibitors of VEEV 10K pilot screen: 0.9

How did CN(C)Cc1c(C#N)c2ccccc2n1C do in these assays?
Salmonella PhoP GFP: -7%; H37Rv inhibition: 4%; tuberculosis growth: 2%; inhibitors of VEEV: 1.2%; influenza NS1A: 22%; inhibitors of VEEV 10K pilot screen: 0.8

What do the screens show for `C=CCNc1nc(Nc2ccc([N+](=O)[O-])cc2)nc(OC)n1`?
Salmonella PhoP GFP: -9%; H37Rv inhibition: 13%; tuberculosis growth: 8%; inhibitors of VEEV: 0.5%; influenza NS1A: 11%

How did Cc1ccc2[nH]c(=O)c(CN(CCN3CCOCC3)C(=O)Nc3ccccc3F)cc2c1 do in these assays?
inhibitors of VEEV: 8.1%; influenza NS1A: -3%

How did Oc1ccc(NC(=S)Nc2ccc(F)cc2)cc1 do in these assays?
Salmonella PhoP GFP: 7%; H37Rv inhibition: 7%; tuberculosis growth: 79%; inhibitors of VEEV: 0.8%; influenza NS1A: -1%

What do the screens show for `O=C(COc1ccc(Br)cc1Cl)NC1CCN(Cc2ccccc2)CC1`?
Salmonella PhoP GFP: -9%; H37Rv inhibition: 2%; tuberculosis growth: 20%; inhibitors of VEEV: 3.6%; influenza NS1A: 0%

What do the screens show for `Nc1nnc(SCC(=O)NC2CCCCCCC2)s1`?
Salmonella PhoP GFP: -6%; H37Rv inhibition: -7%; tuberculosis growth: -13%; inhibitors of VEEV: 1.8%; influenza NS1A: -6%

Results for COc1ccc(CNC(=O)C(=O)NCC2OCCN2S(=O)(=O)c2ccc(C)cc2)cc1 (stereo not drawn) ?
Salmonella PhoP GFP: 2%; H37Rv inhibition: -2%; tuberculosis growth: -5%; inhibitors of VEEV: 0.5%; influenza NS1A: -4%

What do the screens show for `NCCCC[C@H]1CNC(=S)N1CCc1cccc(F)c1`?
Salmonella PhoP GFP: -7%; H37Rv inhibition: 0%; tuberculosis growth: 52%; inhibitors of VEEV: 0.1%; influenza NS1A: 2%

What do the screens show for `COC(=O)c1ccccc1Oc1ccc(NC(=O)c2ccco2)cc1`?
Salmonella PhoP GFP: -14%; H37Rv inhibition: -1%; tuberculosis growth: 16%; inhibitors of VEEV: 2.8%; influenza NS1A: -3%

Results for O=C(Nc1cccn2ncnc12)C(Cl)Cl ?
Salmonella PhoP GFP: -10%; H37Rv inhibition: 8%; inhibitors of VEEV: 0.7%; influenza NS1A: 1%

Results for COCCNC(=O)Nc1ccc(F)cc1 ?
Salmonella PhoP GFP: -10%; H37Rv inhibition: 11%; tuberculosis growth: 16%; inhibitors of VEEV: 0.2%; influenza NS1A: -5%

How did O=C(CCN1C(=O)c2ccccc2C1=O)NNC(=O)c1ccc(Cl)cc1Cl do in these assays?
Salmonella PhoP GFP: -13%; H37Rv inhibition: 1%; tuberculosis growth: 0%; inhibitors of VEEV: 1.0%; influenza NS1A: 1%

How did CCCn1c(=O)c2ccccc2n2c(SCC(=O)N3CCc4ccccc4C3)nnc12 do in these assays?
Salmonella PhoP GFP: -4%; H37Rv inhibition: -1%; tuberculosis growth: 4%; inhibitors of VEEV: 9.7%; influenza NS1A: 4%

Results for c1ccc(-n2cnnc2SCc2cn3ccsc3n2)cc1 ?
Salmonella PhoP GFP: 9%; H37Rv inhibition: 40%; tuberculosis growth: -8%; inhibitors of VEEV: 8.6%; influenza NS1A: 7%

How did COc1ccc(NC(=O)Nc2ccc3c(c2)C(=O)N([C@@H](C)CO)C[C@@H](C)[C@@H](CN(C)S(=O)(=O)c2cccs2)O3)cc1 do in these assays?
H37Rv inhibition: 6%; tuberculosis growth: 38%; inhibitors of VEEV: 8.0%; influenza NS1A: 7%

How did CC1=CCC2C(=O)N(c3cccc(C(=O)NC(C)c4ccccc4)c3)C(=O)C2C1 (stereo not drawn) do in these assays?
Salmonella PhoP GFP: 3%; H37Rv inhibition: 10%; tuberculosis growth: 6%; inhibitors of VEEV: 1.4%; influenza NS1A: -3%

Results for COc1ccccc1CNC(=O)C/C(C)=N/NC(=O)Cc1ccc(Cl)cc1 ?
Salmonella PhoP GFP: 4%; H37Rv inhibition: 0%; tuberculosis growth: -17%; inhibitors of VEEV: 0.3%; influenza NS1A: 6%

How did COc1ccc2c(c1)CCCN2C(N)=O do in these assays?
Salmonella PhoP GFP: -3%; H37Rv inhibition: -3%; tuberculosis growth: -6%; inhibitors of VEEV: inactive; influenza NS1A: -5%

What do the screens show for `Cc1ccc(C)c(N2CC(O)(c3cccs3)[N+]3=C2CCCC3)c1` (stereo not drawn)?
Salmonella PhoP GFP: -4%; H37Rv inhibition: -8%; tuberculosis growth: -2%; inhibitors of VEEV: inactive; influenza NS1A: -1%

How did CCOc1ccccc1C=NN=Cc1ccccc1O do in these assays?
inhibitors of VEEV: 3.4%; influenza NS1A: -2%

How did CC(=O)C1=C(C)Nc2ncnn2C1c1ccccc1OCc1ccccc1 (stereo not drawn) do in these assays?
Salmonella PhoP GFP: -26%; H37Rv inhibition: -4%; tuberculosis growth: 16%; inhibitors of VEEV: 1.8%; influenza NS1A: -9%

What do the screens show for `COc1ccc(C)cc1NC(=O)CCCN1C(=O)CCC1=O`?
Salmonella PhoP GFP: 2%; H37Rv inhibition: 2%; tuberculosis growth: 1%; inhibitors of VEEV: 4.7%; influenza NS1A: 2%

How did CC1CN(S(=O)(=O)c2csc(C(=O)Nc3ccccc3)c2)CC(C)O1 (stereo not drawn) do in these assays?
Salmonella PhoP GFP: -9%; H37Rv inhibition: -5%; tuberculosis growth: -8%; inhibitors of VEEV: 3.8%; influenza NS1A: -12%

How did CC(NC(=O)CN(C)CC(=O)Nc1ccc(Cl)c(C(F)(F)F)c1)c1ccccc1 (stereo not drawn) do in these assays?
Salmonella PhoP GFP: 4%; H37Rv inhibition: 46%; tuberculosis growth: 12%; inhibitors of VEEV: 3.4%; influenza NS1A: -2%

Results for Cc1ccc(S(=O)(=O)NC(C)(C)CSc2ccccn2)cc1 ?
Salmonella PhoP GFP: -2%; H37Rv inhibition: -1%; tuberculosis growth: 18%; inhibitors of VEEV: inactive; influenza NS1A: 4%

Results for Cc1ccn(C(C)CC(=O)Nc2ccc(-c3ccno3)cc2)n1 (stereo not drawn) ?
Salmonella PhoP GFP: 4%; H37Rv inhibition: 0%; tuberculosis growth: 1%; inhibitors of VEEV: 4.1%; influenza NS1A: 2%

What do the screens show for `Cc1cc(C)cc(N(C(=O)c2csnn2)C(C(=O)NC(C)(C)C)c2ccncc2)c1` (stereo not drawn)?
Salmonella PhoP GFP: 0%; H37Rv inhibition: 4%; tuberculosis growth: 3%; inhibitors of VEEV: 1.4%; influenza NS1A: -15%

How did COc1ccccc1S(=O)(=O)Cc1ccc(C(=O)NCCN2CCCCCC2)o1 do in these assays?
Salmonella PhoP GFP: -1%; H37Rv inhibition: -1%; tuberculosis growth: 22%; inhibitors of VEEV: inactive; influenza NS1A: -1%

How did CCCS(=O)(=O)c1ccc(COC(=O)Cc2ccc([N+](=O)[O-])cc2)cc1 do in these assays?
Salmonella PhoP GFP: 8%; H37Rv inhibition: -1%; tuberculosis growth: 35%; inhibitors of VEEV: inactive; influenza NS1A: -3%

Results for CCN1CCN(Cc2ccc(NC(=O)Nc3ccccc3OC)cc2)CC1 ?
Salmonella PhoP GFP: -6%; H37Rv inhibition: -13%; inhibitors of VEEV: inactive; influenza NS1A: -3%

Results for O=C(CNc1ccc2ccccc2c1)N/N=C/c1cc2ccccc2nc1Cl ?
Salmonella PhoP GFP: -5%; H37Rv inhibition: 13%; tuberculosis growth: 65%; inhibitors of VEEV: 1.8%; influenza NS1A: 2%; inhibitors of VEEV 10K pilot screen: 4.8

What do the screens show for `C/C(CC(=O)Nc1ccc(Cl)c(C(F)(F)F)c1)=N\NC(=O)c1cc2ccccc2cc1O`?
Salmonella PhoP GFP: 4%; H37Rv inhibition: 6%; tuberculosis growth: -3%; inhibitors of VEEV: inactive; influenza NS1A: 6%; inhibitors of VEEV 10K pilot screen: 3.9

What do the screens show for `COc1ccc(/C(C)=N/N=C2/NC(=O)CC(C(=O)O)S2)cc1F` (stereo not drawn)?
Salmonella PhoP GFP: 0%; H37Rv inhibition: 1%; tuberculosis growth: 1%; inhibitors of VEEV: inactive; influenza NS1A: 13%

How did O=S(=O)(c1cccc(-c2cn3cc(Cl)ccc3n2)c1)N1CCOCC1 do in these assays?
Salmonella PhoP GFP: -7%; H37Rv inhibition: -7%; tuberculosis growth: 4%; inhibitors of VEEV: 4.2%; influenza NS1A: 3%

An excerpt from above in order of molar mass, largest number first.
What do the screens show for `C/C(CC(=O)Nc1ccc(Cl)c(C(F)(F)F)c1)=N\NC(=O)c1cc2ccccc2cc1O`?
Salmonella PhoP GFP: 4%; H37Rv inhibition: 6%; tuberculosis growth: -3%; inhibitors of VEEV: inactive; influenza NS1A: 6%; inhibitors of VEEV 10K pilot screen: 3.9

How did CC(NC(=O)CN(C)CC(=O)Nc1ccc(Cl)c(C(F)(F)F)c1)c1ccccc1 (stereo not drawn) do in these assays?
Salmonella PhoP GFP: 4%; H37Rv inhibition: 46%; tuberculosis growth: 12%; inhibitors of VEEV: 3.4%; influenza NS1A: -2%

How did COc1ccccc1S(=O)(=O)Cc1ccc(C(=O)NCCN2CCCCCC2)o1 do in these assays?
Salmonella PhoP GFP: -1%; H37Rv inhibition: -1%; tuberculosis growth: 22%; inhibitors of VEEV: inactive; influenza NS1A: -1%

How did CC1CN(S(=O)(=O)c2csc(C(=O)Nc3ccccc3)c2)CC(C)O1 (stereo not drawn) do in these assays?
Salmonella PhoP GFP: -9%; H37Rv inhibition: -5%; tuberculosis growth: -8%; inhibitors of VEEV: 3.8%; influenza NS1A: -12%

How did O=S(=O)(c1cccc(-c2cn3cc(Cl)ccc3n2)c1)N1CCOCC1 do in these assays?
Salmonella PhoP GFP: -7%; H37Rv inhibition: -7%; tuberculosis growth: 4%; inhibitors of VEEV: 4.2%; influenza NS1A: 3%

How did CCCS(=O)(=O)c1ccc(COC(=O)Cc2ccc([N+](=O)[O-])cc2)cc1 do in these assays?
Salmonella PhoP GFP: 8%; H37Rv inhibition: -1%; tuberculosis growth: 35%; inhibitors of VEEV: inactive; influenza NS1A: -3%

Results for CCN1CCN(Cc2ccc(NC(=O)Nc3ccccc3OC)cc2)CC1 ?
Salmonella PhoP GFP: -6%; H37Rv inhibition: -13%; inhibitors of VEEV: inactive; influenza NS1A: -3%

Results for Cc1ccc(S(=O)(=O)NC(C)(C)CSc2ccccn2)cc1 ?
Salmonella PhoP GFP: -2%; H37Rv inhibition: -1%; tuberculosis growth: 18%; inhibitors of VEEV: inactive; influenza NS1A: 4%

Continuation.
What do the screens show for `COC(=O)[C@@]1(Cc2ccccc2)[C@H]2C(=O)N(C)C(=O)[C@H]2[C@H]2CN=C(SCc3ccc(C)cc3)N21`?
inhibitors of VEEV: 0.2%; influenza NS1A: 11%

What do the screens show for `O=C(COC(=O)c1ccc2ccccc2n1)Nc1cccc(S(=O)(=O)NC2=NCCCCC2)c1`?
Salmonella PhoP GFP: -8%; H37Rv inhibition: 2%; tuberculosis growth: 10%; inhibitors of VEEV: 0.1%; influenza NS1A: -10%

Results for Cc1cc(-c2n[nH]c(=S)n2/N=C/C(Br)=C/c2ccccc2)n[nH]1 ?
Salmonella PhoP GFP: 1%; H37Rv inhibition: 2.1µM*; tuberculosis growth: inactive; inhibitors of VEEV: 11%; influenza NS1A: -2%

Results for O=C(NC1CCCCC1)c1ccc(COCC(F)(F)F)o1 ?
Salmonella PhoP GFP: -5%; H37Rv inhibition: 1%; tuberculosis growth: 75%; inhibitors of VEEV: inactive; influenza NS1A: 4%

What do the screens show for `CCOC(=O)c1cnn(-c2ncnc3c2cnn3Cc2ccccc2)c1N`?
Salmonella PhoP GFP: 12%; H37Rv inhibition: 8%; tuberculosis growth: 0%

What do the screens show for `Cc1ccc(NC(=O)Cn2cnc3ccccc32)cc1C`?
Salmonella PhoP GFP: 14%; H37Rv inhibition: 4%; tuberculosis growth: -3%; inhibitors of VEEV: 0.7%; influenza NS1A: -5%

What do the screens show for `CCOc1cc(C(C#N)N2CCOCC2)ccc1OC` (stereo not drawn)?
Salmonella PhoP GFP: 9%; H37Rv inhibition: -11%; tuberculosis growth: -1%; inhibitors of VEEV: 0.8%; influenza NS1A: -2%

What do the screens show for `O=C(CSc1nnc(-c2ccco2)n1CC1CCCO1)NC1CCCC1` (stereo not drawn)?
Salmonella PhoP GFP: 1%; H37Rv inhibition: -6%; tuberculosis growth: -5%; inhibitors of VEEV: inactive; influenza NS1A: 20%

Assay outcomes as filed in PubChem.
